# Assay outcomes as filed in PubChem.
# influenza NS1A – H1N1 influenza NS1A inhibitors, functional cell based assay (AID 504329) | inhibition, % at 12.5 µM, or IC50 in µM where a hit was titrated | 340,000 tested, 0.3% active | NS1A functional cell-based assay, percent inhibition; higher % means a stronger effect; in the data active = a potency from the dose series; inconclusive = inhibition above about 27% without an active follow-up result; note: strong numbers were not always called active
# inhibitors of VEEV – inhibitors of VEEV TC-83 cytopathic effect, confirmation, Vero cells (AID 588727) | 350,000 tested, 0.13% active | inhibition, % at 20 µM, or IC50 in µM where a hit was titrated | Vero cells, VEEV TC-83 cytopathic effect inhibition; higher % means a stronger effect; in the data active = a potency from the dose series; inconclusive = inhibition mostly from about 14% at the one dose, without a potency; inactive = the rest, 99 in 100 with inhibition below about 12%; note: strong numbers were not always called active
# Salmonella PhoP GFP – PhoP regulon inhibitors, Salmonella typhi PhoP promoter GFP reporter, confirmatory (AID 1850); Salmonella Typhi PhoP-promoter GFP reporter, fluorescence, 4 h; higher % means a stronger effect; 310,000 tested, 0.33% active; one-dose inhibition, % at 50 µM; IC50 in µM for titrated hits; in the data active = a potency from the dose series; inconclusive = inhibition mostly from about 25% at the one dose, without a potency; inactive = the rest, 99 in 100 with inhibition below about 19%;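 note: 0% = induced wells with vehicle and 100% = uninduced wells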
# M. tuberculosis – growth inhibition of non-replicating M. tuberculosis (AID 488890). Mycobacterium tuberculosis non-replicating, growth inhibition; higher % means a stronger effect. inhibition, % at 25 µM; hits with a dose series show IC50 in µM. 320,000 tested, 0.39% active; in the data active = a potency from the dose series; inconclusive = inhibition mostly from about 82% at the one dose, without a potency; inactive = the rest, 99 in 100 with inhibition below about 76%;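 note: plate controls were DMSO cells for no effect and high antibiotic wells for full effect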
# M. tuberculosis HTS – M. tuberculosis growth inhibition, HTS (AID 449762). M. tuberculosis H37Rv growth inhibition, 7H9 media; higher % means a stronger effect. inhibition, % at 25 µM; hits with a dose series show IC50 in µM. 330,000 tested, 0.59% active; in the data active = a potency from the dose series; inconclusive = inhibition above about 70% without an active follow-up result;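 note: bacterial growth assessed after seven days of incubation; strong numbers were not always called active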
# inhibitors of VEEV 10K pilot screen – also measured in inhibitors of VEEV; calls as there; inhibition, %; measured here: 10K pilot screen inhibition
# Active calls of the source: *; i = inactive; ? = inconclusive; nt = not tested or not shown.
SMILES,influenza NS1A,inhibitors of VEEV,Salmonella PhoP GFP,M. tuberculosis,M. tuberculosis HTS,others
CC(C)c1ccc(OCC(=O)N2CCN(C(=O)c3ccco3)CC2)cc1,-6%,0.3%,2%,6%,-2%,
COc1ccc(OCC(=O)NNC(=O)c2ccc(-c3ccccc3)cc2)cc1,0%,0.3%,-3%,22%,4%,
CN(C)S(=O)(=O)c1cccc(COC(=O)CCNC(=O)c2ccc([N+](=O)[O-])cc2)c1,1%,i,nt,30%,-5%,
O=C(NCC1CCN(C(=O)c2ccc([N+](=O)[O-])cc2)CC1)c1ccc([N+](=O)[O-])cc1,-3%,i,-5%,4%,5%,
O=S1(=O)NC(=NCCOCCO)c2ccccc21,-14%,1.1%,8%,15%,-1%,
COc1ccccc1CN1CCN(C(=O)c2cccc3ccccc23)CC1,nt,i,3%,-13%,-2%,
Cc1nc([N+](=O)[O-])c(Br)n1CC(=O)c1ccc(Br)cc1,0%,?,-10%,?,?,
CS(=O)(=O)c1ccc(NCCc2ccc(S(N)(=O)=O)cc2)c([N+](=O)[O-])c1,3%,i,2%,56%,1%,
O=C(COC(=O)C1CC1)Nc1ncc(C(F)(F)F)cc1Cl,-11%,0.5%,-2%,42%,6%,
COc1cccc(-n2c(N)cc(=O)nc2SCC(=O)N2CCN(c3ccccc3)CC2)c1,-9%,0.3%,-5%,5%,-4%,
C=CCc1cccc2cc(C(=O)OCC(=O)c3ccccc3)c(=O)oc12,-3%,i,2%,68%,92%,
O=C(CN1CCOCC1)Nc1ccccc1-c1ccccc1,-2%,1.6%,-3%,3%,-2%,inhibitors of VEEV 10K pilot screen=0.4
CC1CC(C)CN(C(=O)CN2C(=O)NC3(CCCCCCC3)C2=O)C1 (configuration not stated),-15%,2.8%,nt,1%,-2%,
O=C(CCNC(=O)c1ccccc1)NC1CCCc2ccccc21 (configuration not stated),-10%,i,nt,nt,nt,
OCC[C@H]1C[C@@H](O)[C@H](O)[C@]2(CCc3ccccc3CO2)O1,0%,0.1%,5%,-8%,-11%,inhibitors of VEEV 10K pilot screen=4.5
O=C1OC(c2ccccc2)c2ccccc21 (configuration not stated),-7%,0.3%,-4%,1%,1%,
O=C(OCCCOc1ccc(F)cc1)c1ccc(O)cc1O,-6%,5.7%,-10%,37%,3%,
Oc1ccccc1Cn1nnc2ccccc21,-2%,i,1%,16%,3%,
CCOC(=O)c1c(NC(C)=O)sc2c(OC(C)=O)cccc12,-1%,1.9%,-23%,3%,-6%,
Cc1ccc(NC(=O)CSc2nnc(-c3cnccn3)n2Cc2ccco2)cc1,-3%,2.5%,-14%,7%,-4%,

# Structural class, the entries above with a halogen
SMILES,influenza NS1A,inhibitors of VEEV,Salmonella PhoP GFP,M. tuberculosis,M. tuberculosis HTS,others
Cc1nc([N+](=O)[O-])c(Br)n1CC(=O)c1ccc(Br)cc1,0%,?,-10%,?,?,
O=C(COC(=O)C1CC1)Nc1ncc(C(F)(F)F)cc1Cl,-11%,0.5%,-2%,42%,6%,
O=C(OCCCOc1ccc(F)cc1)c1ccc(O)cc1O,-6%,5.7%,-10%,37%,3%,

# 5 records picked at random from those above:
SMILES,influenza NS1A,inhibitors of VEEV,Salmonella PhoP GFP,M. tuberculosis,M. tuberculosis HTS,others
OCC[C@H]1C[C@@H](O)[C@H](O)[C@]2(CCc3ccccc3CO2)O1,0%,0.1%,5%,-8%,-11%,inhibitors of VEEV 10K pilot screen=4.5
O=C(CN1CCOCC1)Nc1ccccc1-c1ccccc1,-2%,1.6%,-3%,3%,-2%,inhibitors of VEEV 10K pilot screen=0.4
Cc1nc([N+](=O)[O-])c(Br)n1CC(=O)c1ccc(Br)cc1,0%,?,-10%,?,?,
CC(C)c1ccc(OCC(=O)N2CCN(C(=O)c3ccco3)CC2)cc1,-6%,0.3%,2%,6%,-2%,
Oc1ccccc1Cn1nnc2ccccc21,-2%,i,1%,16%,3%,

# Further compounds
SMILES,influenza NS1A,inhibitors of VEEV,Salmonella PhoP GFP,M. tuberculosis,M. tuberculosis HTS,others
COC(=O)C1=C(C(=O)OC)[C@@H]2Nc3ccccc3[C@@]23C[C@@H](C(=O)OC)N(C(=O)CC(C)C)C3=N1,10%,i,-6%,0%,-6%,
N=C1/C(=C/c2cccn2Cc2ccc(F)cc2)C(=O)N=C2SC=CN12,-6%,2.7%,4%,-7%,3%,
COc1ccc(C)cc1NC(=O)C1CCN(C(=O)C2CC(=O)N(c3ccc(C)cc3)C2)CC1 (configuration not stated),4%,i,-2%,-3%,0%,
CC(C)CN1CCNC(=O)C1CC(=O)NCc1cnn(-c2cccc(F)c2)c1 (configuration not stated),5%,1.3%,-1%,4%,-7%,
Cc1ccc(C)c2[nH]c(=O)c(CN(Cc3ccco3)S(=O)(=O)c3ccc4c(c3)OCCO4)cc12,-4%,i,-6%,15%,-9%,
O=C(C1=NN[C@@H]2C(=O)N(c3cccc(F)c3)C(=O)[C@H]12)c1cnccn1,nt,i,2%,0%,4%,
O=C(O)c1ccc(-c2ccccn2)s1,-1%,0.3%,-6%,23%,-8%,
CC1(C)Cc2c(cnn2-c2ccccc2)C(NC(=O)CCN2CCCCO2)C1 (configuration not stated),1%,0.6%,-3%,-8%,-7%,
COc1ccc(C(=O)NC(C)c2nnc(SCc3ccc(Cl)c(Cl)c3)n2C)cc1 (configuration not stated),1%,i,-1%,50%,62%,
CCCCC(O)(c1ccc(F)cc1)C(CN1CCOCC1)c1ccc(Cl)cc1 (configuration not stated),-13%,0.2%,-2%,-2%,37%,
CC(C)N(C(=O)Cn1c(-c2cccnc2)ccc(C#N)c1=O)C(C)C,-5%,i,4%,-7%,4%,
Cn1c(=O)[nH]c(=O)c2c1nc(Sc1ncccn1)n2CCCc1ccccc1,-5%,5.2%,0%,4%,4%,
N#Cc1cnn(-c2nc3sc4c(c3c(=O)[nH]2)CCCC4)c1N,0%,11%,-11%,?,70%,
C[C@H]1CN=C(N(C)C)N1CCCC1CCCCC1,9%,0.7%,-4%,12%,2%,
CC/C(=N\NC(=O)c1ccccc1)c1c(O)n(C2CCCCC2)c(=O)[nH]c1=O,-19%,3.8%,-18%,31%,6%,
Cc1ccc(OCc2cc(C(=O)N3CC4C[C@@H]5CC3C[C@H](C4)C5)no2)cc1C,-11%,5.1%,-5%,-1%,-9%,
CC1=CCC2C(=O)N(c3ccc4ccccc4n3)C(=O)C2C1 (configuration not stated),-8%,1.1%,-6%,11%,-4%,
Cc1cc(C)c(N2CCN(S(=O)(=O)N3CCCCCC3)CC2)c(C)c1,-2%,0.5%,9%,8%,5%,
Cc1ccc(N2CC(C)Cn3c2nc2c3c(=O)[nH]c(=O)n2C)cc1C (configuration not stated),18%,i,3%,7%,4%,
COCCCNC(=O)Cn1cnc2sc(C)c(S(=O)(=O)N3CC(C)CC(C)C3)c2c1=O (configuration not stated),0%,i,12%,-5%,1%,
CCCCCn1c(CNC(C)=O)nc2ccccc21,-2%,0.8%,-10%,0%,nt,
CCN(CCCn1c(SCC#N)nc2ccccc2c1=O)c1ccccc1,0%,i,-3%,7%,-5%,
C[C@@H]1COC(=O)[C@@H](Cc2ccc(F)cc2)C/C=C\C[C@@H](CC(=O)N[C@H](CO)Cc2ccccc2)C(=O)N1,10%,0.9%,nt,31%,3%,
COc1cc(C2C(C(=O)OC(C)C)=C(C)Nc3[nH]c(=O)[nH]c(=O)c32)ccc1O (configuration not stated),8%,i,0%,7%,3%,
CCOC(=O)CC1=CCc2c1ccc(OC)c2OC,6%,5.6%,nt,nt,nt,
O=C(NCc1nnc(SCC(=O)N2CCCc3ccccc32)o1)c1ccco1,11%,0.5%,-3%,-17%,-2%,
CC1CCCC(C)N1C(=O)c1cc(-c2cccs2)on1 (configuration not stated),29%,0.5%,-5%,23%,1%,
COc1ccc(OC)c(S(=O)(=O)NC2CC(=O)N(c3ccc(C)c(C)c3)C2)c1 (configuration not stated),-2%,7.7%,7%,8%,-10%,
Cc1ccc(NC2=NC3(CCCCC3)N=C(N)N2)c(C)c1,18%,i,9%,25%,-6%,
Cc1cccc(C(=O)N=c2sccn2C)c1[N+](=O)[O-],-2%,7.3%,-14%,-4%,-6%,
COc1ccccc1OCCNC(=O)Cc1ccc(Cl)c(Cl)c1,7%,i,15%,52%,-4%,
CS(=O)(=O)N(Cc1ccc(Cl)cc1)c1ccc(C(=O)N2CCN(c3ccccc3)CC2)cc1,2%,i,-4%,36%,54%,
Cc1cc2c(cc1S(=O)(=O)NCc1ccccc1)n(C)c(=O)c(=O)n2C,3%,1.5%,0%,-27%,-2%,
O=c1[nH]c(CCl)nc2cc(-c3ccc(Cl)cc3)sc12,-12%,?,1%,?,?,
Nn1c(SCc2ccc(Br)cc2)nnc1-c1ccccn1,8%,1.4%,4%,40%,4%,
CN(C)C(=O)COc1ccc2c(-c3ccccc3)cc(=O)oc2c1,1%,0.9%,-7%,11%,1%,
NC(=O)CCCn1c(C(=O)c2cc(Cl)c(N)c(Cl)c2)c2ccc([N+](=O)[O-])cc2[n+]1[O-],7%,1.2%,4%,?,?,inhibitors of VEEV 10K pilot screen=0.0
CC(C)c1nc2sc3c(c2c(=O)[nH]1)CC(C)(C)OC3,-9%,0.8%,6%,-6%,3%,
CCCc1cc(=O)[nH]c(SCC(=O)N2CC3(C)CC2CC(C)(C)C3)n1 (configuration not stated),-9%,3.3%,nt,16%,-3%,
C=CC(=O)Nc1ccc(Nc2ccnc(Nc3ccc(N4CCN(C)CC4)cc3)n2)cc1,?,10%,nt,nt,nt,
CCCCN1CC(COCc2ccccc2)OCCS1(=O)=O (configuration not stated),-16%,i,nt,nt,nt,
CCOC(=O)c1c(/N=C/c2ccccc2O)sc2c1CCC2,-3%,1.3%,1%,11%,-6%,
CCN(CC)S(=O)(=O)c1cccc(C(=O)Nc2ccccc2)c1,5%,7.3%,3%,12%,-15%,
Cc1sc2ncnc(N3CCN(CCOc4ccc(Cl)cc4)CC3)c2c1C,4%,i,4%,70%,?,
CCOc1ccc(CC(=O)N/N=C/c2cccnc2)cc1,8%,i,-9%,nt,-3%,
Cc1ccc(NC(=O)c2ccc(CSc3nnc(-c4ccncc4)n3C)cc2)c(C)c1,-1%,1.1%,-3%,4%,41%,
COc1ccc(CCNc2cc(C)[nH]c(=O)c2)cc1OC,-40%,1.0%,-3%,-17%,-8%,
Cc1onc(-c2ccccc2Cl)c1C(=O)Oc1cc(N)n(S(=O)(=O)c2ccc(F)cc2)n1,4%,5.9%,-12%,-18%,-4%,
Cc1cc(C)c2c(C)[nH]nc2n1,nt,i,-21%,-6%,-4%,
O=C(C[C@H]1C/C=C\CCCC(=O)OC[C@H]2CCCN2C1=O)NCCO,5%,0.3%,nt,-5%,8%,
CCOc1ccc(N/C(N)=N/c2nc(C)cc(C)n2)cc1,20%,0.8%,-7%,0%,-6%,
Cc1cc(NC(=O)/C=C\C(=O)O)c([N+](=O)[O-])cc1C,9%,0.7%,1%,-15%,-14%,
O=C(CCN=C1NS(=O)(=O)c2ccccc21)N1CCc2ccccc2C1,-1%,0.5%,2%,3%,-1%,
COc1cc(OC)c(NC(=O)c2cncn2-c2ccc(F)cc2)cc1Cl,6%,2.2%,-25%,13%,0%,
COc1ccc(N(C(=O)c2cccc(OC)c2OC)C2C=CS(=O)(=O)C2)cc1 (configuration not stated),-13%,0.0%,4%,3%,6%,
CCC(CO)Oc1cc(NCc2cccnc2)c2ncn(C(C)C)c2c1 (configuration not stated),12%,1.5%,nt,22%,-7%,inhibitors of VEEV 10K pilot screen=0.4
COc1ccc(C2SCC(C(=O)O)N2C(C)=O)cc1 (configuration not stated),2%,1.1%,10%,-5%,1%,
COCCNC(=O)c1cccc(OC2CCN(Cc3ccc(C(=O)OC)cc3)CC2)c1,-8%,1.2%,-5%,8%,2%,
COc1ccc(S(=O)(=O)NCC2CCCN(C(=O)CSC)C2)cc1 (configuration not stated),-4%,0.1%,4%,-11%,-5%,
O=C(NCCCl)Nc1ccc(Cl)c([N+](=O)[O-])c1,-8%,0.5%,15%,2%,-2%,

# Remaining list, next part.
SMILES,influenza NS1A,inhibitors of VEEV,Salmonella PhoP GFP,M. tuberculosis,M. tuberculosis HTS,others
O=C(/C=C/c1ccc(F)cc1)NC(=S)N1CCN(c2ccccn2)CC1,-1%,0.9%,-1%,2%,-2%,
O=[N+]([O-])c1cc(C(F)(F)F)ccc1NN=C1CCCC1,20%,0.4%,0%,-2%,-1%,
CCCS(=O)(=O)NCc1cn2cccc(C)c2n1,-1%,1.1%,1%,-12%,-10%,
Cc1ccc(-c2cc(C(F)F)nc(N3CCC(C)CC3)n2)cc1,-6%,1.4%,-19%,8%,15%,
